Source: PubChem (several laboratories)
GPR7 antag – human neuropeptides B/W receptor 1 antagonism; P48145; inhibition, % at 4.4 µM; 290,000 tested, 1.1% active; GPR7-expressing cells, fluorescence antagonist assay; AID 1861; in the data active means inhibition above about 16%, passing the limit was not always enough;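 further: cells stimulated with the agonist NPW; 0% = agonist with vehicle and 100% = vehicle without agonist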
MEKK2wt PB1 HTS – raises or lowers MEK5 binding to wildtype human MEKK2 PB1 domain; Q9Y2U5; bead flow cytometry, Alexa488-MEK5 binding to MEKK2 WT; actives lie on both sides; binding response (% of control), % at 10 µM; 290,000 tested, 1.1% active; AID 1531; in the data active means binding response below about 67% or above about 130%
OXTR potentiator – human OXTR potentiation | P30559 | CHO-OTR cells, Fluo-8 calcium fluorescence, potentiator mode; 0% = oxytocin EC15, 100% = EC100 | activation, % at 3 µM | 320,000 tested, 0.061% active | AID 2445;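 active means activation above that plate's cutoff, the mean activation of tested compounds plus 3 SD, cut at about 6.6% in these data, passing the limit was not always enough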;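 further: 100% uses oxytocin at 75 nM as the full agonist control; some results filed as inactive read as strong as hits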
Target sequence (P30559 whole entry, looked up): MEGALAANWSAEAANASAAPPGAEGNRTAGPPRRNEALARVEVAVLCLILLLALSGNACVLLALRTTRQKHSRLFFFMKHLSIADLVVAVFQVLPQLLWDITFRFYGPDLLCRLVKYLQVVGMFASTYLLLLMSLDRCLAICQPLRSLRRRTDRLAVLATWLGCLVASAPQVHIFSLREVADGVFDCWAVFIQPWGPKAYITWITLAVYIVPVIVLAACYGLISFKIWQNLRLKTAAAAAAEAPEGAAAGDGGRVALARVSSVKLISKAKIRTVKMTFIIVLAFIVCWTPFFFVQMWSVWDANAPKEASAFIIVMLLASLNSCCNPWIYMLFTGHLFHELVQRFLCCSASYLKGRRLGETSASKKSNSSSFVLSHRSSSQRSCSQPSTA
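Assay system: CHO cell line stably expressing human OTR | Also added: Oxytocin at about EC15, sub-maximal agonist stimulus | Times: Compound 6 min at room temperature before oxytocin, 100 s read | Measured by: Fluo-8 intracellular calcium fluorescence, ex 470-495, em 515-575 nm | Controls: EC15 oxytocin alone as 0%, 75 nM oxytocin as 100%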
OXTR ag – agonists of human oxytocin receptor. CHO-OTR cells, Fluo-8 calcium fluorescence; normalized: DMSO 0%, oxytocin 100%. activation, % at 3 µM. P30559. 320,000 tested, 0.32% active;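 active means activation above the mean of all tested compounds plus 3 SD, cutoff set per screening run, cut at about 20% in these data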;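 further: peak over basal fluorescence ratio from a 100 s FLIPR kinetic read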
M18AAP inhibitor – blocks P. falciparum M18 aspartyl aminopeptidase | recombinant PfM18AAP, H-Glu-NHMec fluorogenic cleavage | inhibition, % at 7.35 µM | 290,000 tested, 1.2% active | AID 1822;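 active means inhibition above the campaign mean inhibition over all tested compounds plus 3 SD, cut at about 28% in these data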;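 further: 0% = plate median of test compound wells and 100% = 2 mM ZnCl2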
GalR3 antag – blocks the human galanin receptor 3; HEK293 GalR3-CNG cAMP membrane potential fluorescence; galR3 body fused to GalR1 C-terminus; inhibition, % at 3 µM; 360,000 tested, 0.44% active; AID 651719;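 active means inhibition above the screen-wide average plus 3 SD, cut at about 13% in these data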;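 further: forskolin and galanin both at EC90 stimulate the cells; cAMP rise reported by CNG channel membrane potential dye signal; 0% = forskolin plus galanin with DMSO and 100% = forskolin alone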
NALP1 inh – NALP1 inhibition. S. cerevisiae NALP1/ASC/caspase-1 growth, X-gal OD620, 72 h. inhibition, % at 10 µM. 280,000 tested, 0.61% active; in the data active means inhibition mostly above about 24%, no sharp cut-off; inactive means mostly below about 32%; further: some compounds called inactive have numbers as strong as hits
MEKK2mut PB1 HTS – signal of MEK5 binding to mutant human MEKK2 PB1 domain; percent response, % at 10 µM; 290,000 tested, 0.35% active; bead flow cytometry, Alexa488-MEK5 binding to MEKK2 mutant; AID 1530; in the data active means percent response above about 24%, passing the limit was not always enough; further: inactives centre near 1; some results filed as inactive read as strong as hits
V1R ag counter – V1a receptor agonism, counter-screen for OXTR agonists; CHO-V1R cells, Fluo-8 calcium fluorescence, agonist mode; 0% DMSO, 100% 3 nM vasopressin; AID 2797; 320,000 tested, 0.25% active; activation, % at 3 µM; P37288;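 active means activation above the mean activation of all tested compounds plus 3 SD, per screening run, cut at about 20% in these data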;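 further: signal is peak over basal fluorescence ratio across a 100 second FLIPR read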
Target sequence (P37288 whole entry, looked up): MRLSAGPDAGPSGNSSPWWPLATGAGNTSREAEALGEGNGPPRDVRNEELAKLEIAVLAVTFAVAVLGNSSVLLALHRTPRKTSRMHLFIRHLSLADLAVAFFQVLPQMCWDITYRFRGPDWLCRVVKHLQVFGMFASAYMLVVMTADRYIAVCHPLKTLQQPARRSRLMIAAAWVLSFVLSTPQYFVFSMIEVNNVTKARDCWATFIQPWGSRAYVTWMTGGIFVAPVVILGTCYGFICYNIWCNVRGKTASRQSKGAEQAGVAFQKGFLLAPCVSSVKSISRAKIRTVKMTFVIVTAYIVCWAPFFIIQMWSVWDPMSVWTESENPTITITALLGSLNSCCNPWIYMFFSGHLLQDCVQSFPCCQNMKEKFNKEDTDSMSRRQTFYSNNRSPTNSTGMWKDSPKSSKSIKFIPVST
Active calls of the source: *; . = not tested or not shown.

Sample of the layout, 2 compounds:
structure	OXTR ag	NALP1 inh	GalR3 antag	MEKK2mut PB1 HTS	GPR7 antag	MEKK2wt PB1 HTS	M18AAP inhibitor	V1R ag counter	OXTR potentiator
O=C(CNc1cccc(S(=O)(=O)N2CCOCC2)c1)N1CCc2ccccc21	0.9	5.4	-4.3	17.0	-9.2	108.0	5.8	0.6	-12.7
O=C(Nc1nc(-c2ccccc2)c(-c2ccccc2)s1)c1ccc(S(=O)(=O)N2CCCC2)cc1	0.1	28.7	-5.2	.	-11.1	.	-28.6	0.4	-2.5

The whole of this part, previewed entries included:
structure	OXTR ag	NALP1 inh	GalR3 antag	MEKK2mut PB1 HTS	GPR7 antag	MEKK2wt PB1 HTS	M18AAP inhibitor	V1R ag counter	OXTR potentiator
O=C(CNc1cccc(S(=O)(=O)N2CCOCC2)c1)N1CCc2ccccc21	0.9	5.4	-4.3	17.0	-9.2	108.0	5.8	0.6	-12.7
O=C(Nc1nc(-c2ccccc2)c(-c2ccccc2)s1)c1ccc(S(=O)(=O)N2CCCC2)cc1	0.1	28.7	-5.2	.	-11.1	.	-28.6	0.4	-2.5
Cc1cc(NC(=O)c2ccc(Cn3cc([N+](=O)[O-])cn3)o2)no1	.	4.0	-3.0	2.0	-0.3	97.0	-9.5	.	.
CC(C)c1ccc(NC(=O)C2=NNC(=O)CC2)cc1	0.5	8.0	-3.0	2.0	-6.1	102.0	0.9	-0.1	-4.7
COc1ccc(CN(C)S(=O)(=O)c2nnc(NC(=O)c3ccccc3OC)s2)cc1OC	4.3	5.6	-5.6	7.0	-2.5	106.0	2.2	4.8	-12.2
COc1ccc(-c2c(-c3cc(OC)cc(OC)c3)n(C)c3ccc(-c4ccc(OC)c(F)c4)cc23)cc1	1.6	.	-3.8	.	.	.	.	0.2	1.6
Cc1ccc(CNC(=O)COC(=O)c2ccc(S(=O)(=O)N(C)C)cc2)cc1	0.4	2.8	-6.1	-3.0	5.4	100.0	-12.3	1.5	-7.2
C=CCNC(=O)/C(=C\c1ccco1)NC(=O)c1ccco1	-0.4	-3.2	-6.5	8.0	-5.5	107.0	8.1	0.6	-3.0
CSc1nc(N)nc2c1ncn2CC(=O)NCCCN1CCCC1=O	0.3	.	-4.3	.	.	.	.	-0.1	0.4
CC1(c2ccc(Cl)cc2Cl)OCC(Cn2ccnc2)O1 (stereo not drawn)	4.3	13.7	1.7	18.0	-5.1	107.0	13.8	0.3	-10.4
O=C(Nc1ccccc1)c1cc(S(=O)(=O)N2CCOCC2)cs1	1.4	10.0	-5.4	2.0	9.3	103.0	-1.7	1.6	-9.1
CC1CCN(S(=O)(=O)c2cccc(C(=O)N(C)C3(C)CCS(=O)(=O)C3)c2)CC1 (stereo not drawn)	-0.9	29.3	-7.0	-11.0	-4.2	100.0	4.3	4.9	-4.6
CCOc1cc2c(cc1C=O)OC(C)C2 (stereo not drawn)	-0.1	8.6	-4.0	-17.0	-8.1	80.0	-2.9	0.3	-10.4
COc1cccc(CNC(=O)CCCC(=O)NC(C)CCc2ccccc2)c1 (stereo not drawn)	-0.6	18.3	-9.1	-14.0	12.1	95.0	1.9	0.7	-10.3
O=C1C=C(c2cccc3c2sc2ccccc23)C[C@@H](c2ccc(Cl)cc2)C1	1.1	.	-3.3	.	.	.	.	1.1	-1.8

Later entries
structure	OXTR ag	NALP1 inh	GalR3 antag	MEKK2mut PB1 HTS	GPR7 antag	MEKK2wt PB1 HTS	M18AAP inhibitor	V1R ag counter	OXTR potentiator
Cc1ccc2cccc(Oc3cnccn3)c2n1	-1.5	-2.0	3.2	1.0	-5.7	97.0	1.9	1.3	-2.4
O=C(c1cccnc1)c1cccnc1	-0.7	28.9	-1.9	-2.0	-11.2	103.0	-2.0	-0.5	-9.2
CC(C)(C)C(=O)/C=C/Nc1ccccc1O	1.0	14.7	-2.4	2.0	4.4	103.0	42.1*	0.9	-2.5
Nc1nc(CSc2nnnn2-c2ccc(F)c(Cl)c2)nc(N2CCOCC2)n1	3.6	.	-0.8	-2.0	10.3	101.0	2.1	1.9	-1.4
Cc1cc(C)c2c(n1)sc1c(-c3ccccc3)c(C#N)c(N)nc12	-1.0	8.2	-3.2	3.0	-7.7	103.0	6.2	1.2	-1.9
COc1cc(S(=O)(=O)N2CCOCC2)ccc1NC(=O)COc1ccc(N(C)S(=O)(=O)c2ccc(C)cc2)cc1	2.0	8.5	-5.2	-8.0	0.5	97.0	5.9	1.4	-2.3
CC(C)n1nnnc1-c1ccc(Cl)cc1	-0.7	12.3	-5.0	-1.0	-16.3	99.0	0.1	0.2	0.4
CN1CCN(C(=O)c2cc3cc(Cl)ccc3[nH]2)CC1	1.2	-3.5	-3.8	22.0	-7.7	112.0	0.9	1.3	-4.0
CC(C)C(=O)Nc1sc2c(c1C(N)=O)CCN(Cc1ccccc1)C2	1.0	-0.2	.	1.0	-4.9	99.0	6.2	0.8	-3.4
O=C(c1cn(-c2ccccc2)nc1-c1ccc(Cl)s1)N1CCOCC1	1.6	39.6	-1.2	2.0	2.0	104.0	-0.4	3.4	-10.3
CC(=O)Nc1ccc(NC(=O)C(C)OC(=O)c2ccc(N(C)C)cc2)cc1 (stereo not drawn)	1.1	-3.8	-3.8	-1.0	-13.4	101.0	1.0	-0.1	-4.8
CCOC(=O)N1CCC(N(CCN(C)C)C(=S)Nc2cc(Cl)ccc2C)CC1	1.1	-38.5	-3.0	-2.0	-11.0	106.0	1.1	1.7	3.0
CC(C)CN(C(=O)c1ccc(C(F)(F)F)cc1)c1c(N)n(CC(C)C)c(=O)[nH]c1=O	0.6	19.8	4.9	-4.0	-7.9	93.0	-2.5	1.7	-2.4
O=C1c2ccccc2S(=O)(=O)c2cc(C(=O)N3CCC(O)CC3)ccc21	1.1	.	-2.1	4.0	.	110.0	.	0.1	-4.2
COC(CNC(=O)c1ccc2nc(-c3cccs3)c(-c3cccs3)nc2c1)OC	-2.3	16.9	1.4	8.0	-1.4	101.0	-3.1	1.7	-5.3

Next section:
structure	OXTR ag	NALP1 inh	GalR3 antag	MEKK2mut PB1 HTS	GPR7 antag	MEKK2wt PB1 HTS	M18AAP inhibitor	V1R ag counter	OXTR potentiator
O=C(c1ccco1)N(Cc1ccc([N+](=O)[O-])cc1)c1ccc(Cl)cc1	-2.5	-6.4	-4.5	1.0	-4.6	99.0	2.0	-0.2	-24.8
COc1cccc(Nc2nc(Nc3ccc(Cl)c(C(=O)O)c3)nc(C)c2[N+](=O)[O-])c1	-0.4	.	0.7	.	.	.	.	0.3	-2.2
O=c1[nH]c2ccccc2n1CCCN1CCCCC1	1.3	2.2	-6.2	-1.0	-7.4	102.0	-7.9	1.6	-6.1
COc1ccc(NC(=O)c2cn(-c3ccccc3)nc2-c2cc3ccccc3o2)cc1	1.1	7.4	0.2	8.0	-17.0	121.0	12.1	-0.2	-3.1
CCc1cccc(NC(=O)CN(c2ccc(C)cc2)S(=O)(=O)c2c(C)noc2C)c1	-2.1	9.8	-9.9	7.0	-20.7	104.0	5.5	-0.2	-5.5
Cc1cccc(OCCC(=O)OCC(=O)Nc2c(C)nn(-c3ccccc3)c2C)c1	-0.6	.	1.7	.	.	.	.	0.8	-14.2
COc1cccc(C2(c3cccc(OC)c3)CC2C(=O)Nc2ccc(F)cc2)c1 (stereo not drawn)	1.8	6.8	-2.0	-2.0	-3.0	98.0	-4.6	1.3	-14.1
CN1CCN(C(=O)c2ccc3c(=O)n4c(nc3c2)CCCCC4)CC1	1.2	1.9	-0.1	-1.0	-9.1	105.0	-5.1	0.1	-2.6
Cc1ccccc1N(Cc1nnc2n1CCCCC2)C(=O)Nc1ccccc1	-0.6	-6.0	-0.9	-1.0	-14.9	103.0	-0.5	0.4	-4.4
CC(C)COc1ccc(S(=O)(=O)n2cc(F)c(=O)[nH]c2=O)cc1	4.8	-2.6	-3.2	-2.0	-12.2	98.0	-2.3	3.5	-15.1
Cc1nn(CC(=O)O)c(C)c1NC(=O)c1cccs1	-0.3	1.9	-9.5	1.0	-14.9	102.0	-0.8	0.5	-5.2
Cc1noc(C(=O)NCc2cccnc2)c1Cl	-0.6	18.6	5.9	-5.0	11.4	97.0	2.3	0.6	-9.8
COc1ccc2oc(=O)c(C(=O)N3CCc4ccccc43)cc2c1	-1.6	14.6	-2.5	-1.0	2.7	98.0	1.4	0.5	-12.3
COC(=O)c1ccc(/C=N/NS(=O)(=O)c2cc(C)ccc2C)cc1	0.9	34.6	-8.4	1.0	-5.6	106.0	10.9	0.7	-2.5
FC(F)Oc1ccc(N=C2SCC3CCCCN23)cc1 (stereo not drawn)	3.5	28.0	-8.3	2.0	-11.3	103.0	-4.0	6.3	-2.5

Additional entries:
structure	OXTR ag	NALP1 inh	GalR3 antag	MEKK2mut PB1 HTS	GPR7 antag	MEKK2wt PB1 HTS	M18AAP inhibitor	V1R ag counter	OXTR potentiator
CCC(C)(C)n1nnnc1C(c1ccc(C)cc1)N1CCN(C(=O)c2ccco2)CC1 (stereo not drawn)	-0.6	-0.2	-4.0	0.0	4.8	100.0	0.7	-0.1	2.0
CCOc1ccc(NC(=O)CCSc2ccc(C)cc2)cc1	-1.1	38.2	-1.5	-1.0	-12.3	99.0	-8.5	0.3	-5.2
COc1ccc(-c2nc3c(s2)CCc2onc(-c4ccc(OC)cc4)c2-3)cc1	0.2	15.7	-6.5	-9.0	-14.6	88.0	7.6	-0.3	-2.9
CC(=O)SCC(=O)N=c1sc2cc(F)ccc2n1C	-0.6	16.8	1.3	1.0	2.0	104.0	-10.6	0.1	-2.9
CCN1CCN(c2ccc(NC(=O)COc3ccc([N+](=O)[O-])cc3)cc2)CC1	0.2	21.2	-0.8	12.0	-1.1	112.0	0.9	3.9	-4.6
O=S(=O)(c1cccc(Cl)c1)N1CCCC1	-0.9	-3.7	.	-6.0	-11.9	86.0	-0.9	-0.5	-5.1
O=C(c1ccc2c(=O)n(Cc3ccc(Cl)cc3)c(=S)[nH]c2c1)N1CCCC1	-1.4	-2.7	-6.3	-4.0	-33.0	97.0	3.9	0.4	-8.4
CCOc1ccccc1OCCCOc1ccc(C)cc1Cl	0.5	-1.3	2.0	5.0	-7.1	108.0	-3.0	0.5	-2.2
CCCCN1C(=O)NC(c2ccc(OC)cc2)C(C(=O)OCc2ccccc2)=C1C (stereo not drawn)	-1.0	-18.5	-1.3	-7.0	-4.8	87.0	1.3	1.0	-8.2
